Screens deposited in PubChem by several laboratories.
DNMT1 inh – inhibitors of human DNMT1; P26358; inhibition (reported as % activation of signal), % at 10 µM; DNMT1 molecular beacon, Hinp1I cleavage, fluorescence; actives 0.83% (n = 360,000); in the data active = inhibition above about 50%
TbMetRS inhib – Trypanosoma brucei MetRS inhibition; purified T. brucei MetRS, ATP depletion, Kinase-Glo luminescence; actives 0.4% (n = 360,000); inhibition, % at 11.9 µM;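 active = inhibition above a per-plate cutoff of the control wells' mean inhibition plus 3 SD, cut at about 5.5% in these data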;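 note: 0% = DMSO wells median and 100% = median of wells with control inhibitor compound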
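Dosing: 11.9 µM single point; system: parasite MetRS enzyme; technique: luminescence of leftover ATP; times: 15 min enzyme-compound preincubation, 2 h reaction, 10 min detection, 25 °C; replicates: each compound tested once; read-out basis: percent inhibition relative to median high and low control wells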
MsrA inhibitor – bovine MsrA inhibition; inhibition, % at 15.5 µM; AID 651718; purified bovine MsrA, absorbance read-out; actives 0.75% (n = 360,000); in the data active = inhibition above about 4.5%;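 note: 0% = vehicle wells with enzyme and 100% = reference inhibitor wells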
NRP1-CendR mod – modulators of CendR peptide binding to human neuropilin-1; actives 0.85% (n = 360,000); O14786; inhibition, % at 25 µM; FAM-RPARPAR peptide binding to NRP-1, fluorescence polarization;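 active = inhibition or corrected inhibition above about 18%, plus a signal ratio from 0.5 to 1.5, limit read from the data, passing the limit was not always enough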; note: strong numbers were not always called active
MsrA act – activates bovine MsrA enzyme; purified bovine MsrA, absorbance read-out; activation, % at 10.6 µM; actives 0.3% (n = 360,000); in the data active = activation above about 7.5%;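 note: 0% = vehicle and 100% = reference activator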
LMPTP inh – blocks human LMPTP phosphatase | actives 0.22% (n = 360,000) | recombinant LMPTP-A, OMFP fluorogenic substrate, fluorescence intensity | P24666 | inhibition, % at 20 µM;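 active = compounds that cut the enzyme signal by at least half of the control window in the single-dose screen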;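 note: plate controls were DMSO wells with enzyme plus substrate for no effect and substrate without enzyme for full effect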
Target sequence (P24666 whole entry, looked up): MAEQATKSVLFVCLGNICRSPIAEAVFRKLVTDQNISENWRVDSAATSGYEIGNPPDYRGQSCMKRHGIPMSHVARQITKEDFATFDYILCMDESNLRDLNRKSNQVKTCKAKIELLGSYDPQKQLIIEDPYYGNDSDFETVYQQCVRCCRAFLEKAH
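Assay system: LMPTP-A phosphatase enzyme | Input: 0.625 nM enzyme | Also added: Fluorogenic phosphatase substrate OMFP at 400 µM final | Compound dosing: One test concentration per compound, 20 µM, with 3% DMSO overall | Schedule: 50 min enzyme reaction at room temperature, protected from light | Signal: Fluorescence intensity | Benchmarks: no-enzyme and uninhibited controls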
Scp-1 inhibitor – Scp-1 (human) phosphatase inhibition. Q9GZU7. Recombinant Scp1, phosphopeptide, malachite green phosphate absorbance. inhibition, % at 20 µM. actives 0.88% (n = 340,000);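 active = inhibition above about 50% at 20 µM, limit read from the data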;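 note: plate controls were DMSO wells with enzyme for no effect and wells lacking enzyme for full effect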
Target sequence (Q9GZU7 76-261 limits assumed): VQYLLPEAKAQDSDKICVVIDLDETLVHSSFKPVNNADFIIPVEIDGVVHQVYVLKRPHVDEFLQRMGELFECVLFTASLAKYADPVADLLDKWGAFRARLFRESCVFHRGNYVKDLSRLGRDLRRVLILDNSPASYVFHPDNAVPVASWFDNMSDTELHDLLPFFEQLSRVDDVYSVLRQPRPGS
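Test system: SCP-1 catalytic domain; Buffer or medium: Acidic Tris acetate buffer with magnesium and detergent; Also added: Phosphorylated 17-residue peptide substrate; Compound: single 20 µM dose, 1% DMSO; Schedule: enzyme reaction 45 min at room temperature, colour 5 min, stabilisation 30 min; Signal: Phosphate-binding colour reagent, absorbance read at 630 nm.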
SUMO1-SIM PPI – alters human SUMO1 binding to SIM partners. SUMO1 binding to a labelled peptide, TR-FRET, 1 h. inhibition, % at 20 µM. actives 0.33% (n = 360,000). AID 602429; in the data active = inhibition above about 37%
Target sequence (P63165 whole entry, looked up): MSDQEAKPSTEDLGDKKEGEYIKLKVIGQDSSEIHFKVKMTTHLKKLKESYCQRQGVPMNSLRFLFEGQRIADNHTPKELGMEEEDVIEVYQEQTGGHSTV
STEP inh – blocks human striatal-enriched tyrosine phosphatase; inhibition, % at 20 µM; P54829; actives 0.25% (n = 360,000); recombinant STEP, OMFP fluorogenic substrate, fluorescence;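 active = inhibition at 20 µM, scaled per plate between control wells, above about 37%, limit read from the data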;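 note: 0% = DMSO with enzyme and substrate and 100% = substrate only without enzyme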
Target sequence (P54829 whole entry, looked up): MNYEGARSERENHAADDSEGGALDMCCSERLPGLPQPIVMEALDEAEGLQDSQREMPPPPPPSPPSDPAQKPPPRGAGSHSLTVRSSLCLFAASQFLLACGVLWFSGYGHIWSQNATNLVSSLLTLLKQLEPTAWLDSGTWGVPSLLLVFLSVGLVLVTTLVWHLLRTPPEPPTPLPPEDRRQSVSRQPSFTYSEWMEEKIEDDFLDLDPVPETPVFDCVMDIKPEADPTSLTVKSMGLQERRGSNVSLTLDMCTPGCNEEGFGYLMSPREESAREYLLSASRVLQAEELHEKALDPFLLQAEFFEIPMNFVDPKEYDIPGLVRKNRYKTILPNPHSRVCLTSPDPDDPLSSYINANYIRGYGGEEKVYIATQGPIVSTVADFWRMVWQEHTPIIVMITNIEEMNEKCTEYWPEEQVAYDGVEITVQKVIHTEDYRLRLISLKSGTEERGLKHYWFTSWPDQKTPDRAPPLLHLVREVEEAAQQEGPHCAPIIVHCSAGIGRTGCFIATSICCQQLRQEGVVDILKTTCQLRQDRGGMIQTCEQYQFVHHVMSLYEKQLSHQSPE
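Test system: STEP tyrosine phosphatase / Reagent: OMFP at 25 µM / Doses: 20 µM, 1% DMSO / Read-out: percent inhibition scaled to no-enzyme and uninhibited-enzyme controls, plate-pattern corrected / Detection: FITC-channel fluorescence of OMFP product / Medium: Bis-Tris buffer pH 6.0, 2.5 mM DTT, 0.005% Tween 20 / Schedule: 20 min at room temperature, dark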
eLon inh – inhibits E. coli Lon protease | purified E. coli Lon protease, fluorescence polarization | inhibition, % at 7.94 µM | actives 0.42% (n = 360,000) | AID 602123; in the data active = inhibition above about 13%, passing the limit was not always enough;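 note: 0% = enzyme with probe and DMSO and 100% = no enzyme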
Starred values were filed as active, the others as inactive; x = not tested or not shown; & = joins results of further samples; ! = repeats disagree. Not all compounds are listed. The share of hits here may be higher or lower than overall.

SMILES	DNMT1 inh	TbMetRS inhib	MsrA inhibitor	NRP1-CendR mod	MsrA act	LMPTP inh	Scp-1 inhibitor	SUMO1-SIM PPI	STEP inh	eLon inh
CCOC(=O)[C@]12Cc3c(cc(OC)c(OC)c3OC)[C@H]1N(C1CCCCC1)C(=O)c1ccccc12	x	-0.7	-0.3	12	-7	0.9	x	7	x	-1
CC(Cc1ccccc1)NC=O (centres undefined)	3	-1.5	-0.8	-10	-5	-2.1	-1	8	-3	-1
C[N+](C)(C)CC#CCOC(=O)Nc1cccc(Cl)c1	3	-0.5	-1.1	-8	-3	-0.5	-14	-1	-3	-5
NCC(CC(=O)O)c1ccc(Cl)cc1 (centres undefined)	5	-2.2	0.8	-4	-9	-2.0	-2	1	-7	1
O=c1[nH]c(O)c(N=Nc2cccc(S(=O)(=O)N3CCOCC3)c2)c(=O)[nH]1	7	-0.4	3.1	1	-3	-0.4	-1	-15	-2	0
Cn1cc(C(=O)OCC(=O)NC2(C#N)CCCC2)c2ccccc21	6	-0.1	0.0	3	-3	-0.7	-7	-1	2	-1
CC(=O)N1CN2CN(C(C)=O)CC(C(=O)c3ccc(Br)cc3)(C2)C1	0	-0.7	1.6	0	5	1.9	-3	-2	-6	-11
COc1ccc(OC)c(C2=NOC(C(=O)N3CCC4(CC3)OCCO4)C2)c1 (centres undefined)	-5	0.6	1.2	9	-3	0.3	-4	-6	0	10
CC1CCN(C(CC(=O)c2ccccc2)C(=O)c2ccccc2)CC1 (centres undefined)	4	-0.3	1.0	7	-7	1.2	-15	5	-1	-11
OC(CC#CCN1CCCCCC1)(c1ccccc1)C1CCCC1 (centres undefined)	7	1.0	-0.9	-3	-1	-0.4	-2	5	-2	-6
Cc1[nH]c2ccc(OCc3ccccc3)cc2c1CCN	-10	-0.2	-0.3	-4	-2	-0.6	-4	-2	-1	4
COc1cc2c(cc1OC)C(C(=O)NCCC(C)C)C1CCCCN1C2=O (centres undefined)	6	-0.5	-0.6	9	-4	-1.5	-30	4	-3	1
COC(=O)C1=C(c2cccc(C#N)c2)C[C@@H]2CC[C@H]1N2C(=O)NC1CC1	8	-0.2	-1.3	-2	-2	0.0	-14	-1	-1	0
COc1cc(/C=N/NC(=O)Cn2c([N+](=O)[O-])cnc2C)ccc1OC(=O)N(C)C	-4	-0.7	0.3	-4	-5	0.4	-5	-2	1	-2
O=C1NC(=S)N(c2ccc(F)cc2)C(=O)/C1=C\c1ccoc1	85*	0.8	x	-318	0	46	74*	75*	42*	-214
C[C@]12CCC3=C4CCC(=O)C=C4CC[C@H]3C1CC[C@@H]2O (some centres undefined)	-2	-0.4	3.0	4	-2	-0.4	-12	-13	-2	6
Fc1ccc2c(c1)nnn2C1CCN(Cc2c(Cl)cccc2Cl)CC1	-1	-1.1	-0.7	-4	-1	0.8	-5	-1	-1	8
COC(=O)C1=C(c2ccc(OCc3ccccc3)cc2)C[C@@H]2CC[C@H]1N2C(=O)NCc1ccc2[nH]ccc2c1	-9	-1.0	0.5	-7	2	4.7	x	2	4	4
COCCOC(=O)c1c(N)n(Cc2ccco2)c2nc3ccccc3nc12	66*	-0.1	2.7	-32	-2	1.9	-1	49*	2	16*
O=[N+]([O-])c1cc([As](=O)(O)c2ccc(O)c([N+](=O)[O-])c2)ccc1O	1	1.2	0.9	1	-2	-16	6	1	-2	0
O=C(c1cc(C(=O)NCc2ccccc2)c(=O)n(Cc2ccccc2)c1)c1cc(Cl)ccc1O	-19	-0.9	0.6	-35	-9	2.5	-9	2	-1	-16
CCOC(=O)c1ccc2c(c1)n(Cc1ccccc1)c(C)[n+]2CC	-4	-0.5	0.7	-1	-9	-0.5	-1	9	-2	-5
CC1CCC(N2CCN(C(=O)COc3ccccc3)CC2)CC1 (centres undefined)	0	-0.8	-0.4	-5	-3	-2.1	0	5	-3	-2
Cc1nn(Cc2ccccc2Cl)c(Cl)c1C(=O)OCC(=O)NCc1ccco1	-2	-0.3	-0.4	-9	-1	-0.7	-4	-6	-3	-10
C=CCNC(=S)/N=C/c1c(O)[nH]c(=O)[nH]c1=O	-1	-0.6	1.0	-56	-8	-0.5	-1	-1	0	-51

10 entries out of the list, ordered by heavy-atom count, descending.
SMILES	DNMT1 inh	TbMetRS inhib	MsrA inhibitor	NRP1-CendR mod	MsrA act	LMPTP inh	Scp-1 inhibitor	SUMO1-SIM PPI	STEP inh	eLon inh
COC(=O)C1=C(c2ccc(OCc3ccccc3)cc2)C[C@@H]2CC[C@H]1N2C(=O)NCc1ccc2[nH]ccc2c1	-9	-1.0	0.5	-7	2	4.7	x	2	4	4
O=C(c1cc(C(=O)NCc2ccccc2)c(=O)n(Cc2ccccc2)c1)c1cc(Cl)ccc1O	-19	-0.9	0.6	-35	-9	2.5	-9	2	-1	-16
COc1cc(/C=N/NC(=O)Cn2c([N+](=O)[O-])cnc2C)ccc1OC(=O)N(C)C	-4	-0.7	0.3	-4	-5	0.4	-5	-2	1	-2
COCCOC(=O)c1c(N)n(Cc2ccco2)c2nc3ccccc3nc12	66*	-0.1	2.7	-32	-2	1.9	-1	49*	2	16*
CC1CCN(C(CC(=O)c2ccccc2)C(=O)c2ccccc2)CC1 (centres undefined)	4	-0.3	1.0	7	-7	1.2	-15	5	-1	-11
Cn1cc(C(=O)OCC(=O)NC2(C#N)CCCC2)c2ccccc21	6	-0.1	0.0	3	-3	-0.7	-7	-1	2	-1
CC1CCC(N2CCN(C(=O)COc3ccccc3)CC2)CC1 (centres undefined)	0	-0.8	-0.4	-5	-3	-2.1	0	5	-3	-2
O=C1NC(=S)N(c2ccc(F)cc2)C(=O)/C1=C\c1ccoc1	85*	0.8	x	-318	0	46	74*	75*	42*	-214
C[C@]12CCC3=C4CCC(=O)C=C4CC[C@H]3C1CC[C@@H]2O (some centres undefined)	-2	-0.4	3.0	4	-2	-0.4	-12	-13	-2	6
NCC(CC(=O)O)c1ccc(Cl)cc1 (centres undefined)	5	-2.2	0.8	-4	-9	-2.0	-2	1	-7	1

The results go on:
SMILES	DNMT1 inh	TbMetRS inhib	MsrA inhibitor	NRP1-CendR mod	MsrA act	LMPTP inh	Scp-1 inhibitor	SUMO1-SIM PPI	STEP inh	eLon inh
Cc1nn(CC(C)C)c(Cl)c1C(=O)O	2	-0.5	-0.1	9	-1	-1.7	-1	0	-2	8
C=CCN1CC[C@]23c4c5ccc(O)c4OC2C(O)CC[C@@]3(O)[C@H]1C5 (some centres undefined)	-2	-0.2	-0.8	-1	3	-0.9	-3	1	0	-6
CN1CC=C2C(C#N)=C(N)C(C#N)(C#N)C(c3ccncc3)C2C1 (centres undefined)	-9	-1.2	x	49	-6	-3.9	-14	-10	-3	57*
CN(C)[C@@H]1C(=O)C(C(N)=O)=C(O)[C@@]2(O)C(=O)C3=C(O)c4c(O)cccc4[C@@](C)(O)C3[C@H](O)C12 (some centres undefined)	89*!	-0.1&-0.5	1.1	-32&-10	-6&-5	64*	35&24	59*!	18&7	71&13
OCC#CC[N+]1(CC#Cc2ccccc2)CCCC1	-2	-0.4	1.6	1	-5	-1.1	-7	-1	-1	-9
CC/C(=N\Nc1ccccc1)c1c(O)[nH]c(=O)[nH]c1=O	-3	0.3	-1.0	-4	-4	-1.3	-8	-3	-1	-3
O=C(C1CCCO1)N1CCC2(CC1)OCCO2 (centres undefined)	-1	-0.1	0.8	4	-2	-1.5	-6	0	1	6
CC(C)CN1CCN(Cc2cccc3c2OCO3)CC1CCO (centres undefined)	1	2.2	0.4	-5	-3	-0.1	-7	2	2	5
COc1cc(C)c(CN2CCN(c3ccccc3)CC2)cc1C	0	-1.3	0.1	36*	-9	-2.3	-2	-2	-1	-3
COC(=O)C1=C(c2cc3ccccc3o2)C[C@@H]2CC[C@H]1N2C(=O)N1CCC(C)CC1	3	0.0	0.1	9	1	2.0	-9	-3	1	13
CN(CCc1nnc(N)s1)[N+](=O)[O-]	2	-0.5	-0.6	0	-1	-0.4	-1	3	-1	-4
COC(=O)C1=C(c2ccccc2)C[C@@H]2CC[C@H]1N2C(=O)NCc1ccccc1	2	-0.1	0.3	7	-3	-1.9	-6	-4	1	-3
COc1ccc(CN2Cc3cc(N4CCOCC4)ccc3-n3nncc3C2)cc1	4	0.8	-0.8	15	-3	-1.0	x	9	-1	1
COCCOC(=O)C1=C(N)OC(C)=C(C(=O)OC)C12C(=O)Nc1ccccc12 (centres undefined)	4	0.6	0.6	8	0	-0.8	-5	6	-4	-4
CCNc1cc(N2CCN(C)CC2)ccc1[N+](=O)[O-]	1	-0.6	2.2	-3	-1	1.3	-12	-25	4	-3
CCC1(CCCC(=O)c2ccc(F)cc2)C(=O)NC(=S)NC1=O	0	0.6	-1.8	0	1	-0.3	-2	1	1	-1
CC(=O)OC1CC2(O)C3CCC4CC(O)CCC4(C)C3CCC2(C)C1C1=CC(=O)OC1 (centres undefined)	-1	-0.3	-1.0	-9	-2	-2.3	-2	4	2	-5
Cn1cc(C(=O)c2ccccc2)c2ccccc21	2	0.2	1.2	-4	1	0.3	-15	-1	0	2
CCC(C)n1c(O)c(/C=N/Nc2nc3c(c(=O)n(C)c(=O)n3C)n2C)c(=O)[nH]c1=S (centres undefined)	-2	2.0	0.6	-19	-1	-1.4	-7	-2	3	-18
COc1ccc2c(c1)C1OCCNC1CC2 (centres undefined)	3	-0.4	0.4	1	-2	0.0	x	4	1	-7
COC(=O)C1=C(c2ccc(OC)c(OC)c2)C[C@@H]2CC[C@H]1N2C(=O)NC1Cc2ccccc2C1	2	-0.3	0.8	17	-2	0.0	-4	4	-1	-1
Fc1ccc(CCNCc2ccc(Br)cc2)cc1	-4	0.1	0.3	6	0	-1.6	-10	-2	-1	5
O=C(CN1CCN(c2ccccc2F)CC1)Nc1cccnc1Cl	0	0.0	2.1	7	-1	1.0	-1	0	2	-8
CCOC(=O)C1C(=O)N(C)C2(C)CC1c1cc(OC)ccc1O2 (centres undefined)	3	-1.7	-0.6	-23	-10	0.5	13	0	0	-3
O=C(Nc1ccccc1Cl)OC1CN2CCC1CC2 (centres undefined)	2	-0.1	0.8	0	-1	-1.3	0	2	-1	-4
